RORg inh = qHTS for inhibitors of ROR gamma transcriptional activity; AID 2551, 2010; Nuclear receptor ROR-gamma (Mus musculus), P51450; 310,000 tested, 5.4% active; Drosophila S2 Gal4-RORgamma UAS-luciferase reporter, 20 h; Potency, µM (top dose mostly 53.6 µM), inactives show at the top dose activity change, negative = inhibition, most hits filed as inhibitors; further: potency means the concentration at half of the fitted maximal effect; on the % scale 0 is the no-effect control and ±100 the full control effect; nearly all actives have a fitted effect of over 60% in size
Target sequence (P51450 whole entry, looked up, the tested form may be a part): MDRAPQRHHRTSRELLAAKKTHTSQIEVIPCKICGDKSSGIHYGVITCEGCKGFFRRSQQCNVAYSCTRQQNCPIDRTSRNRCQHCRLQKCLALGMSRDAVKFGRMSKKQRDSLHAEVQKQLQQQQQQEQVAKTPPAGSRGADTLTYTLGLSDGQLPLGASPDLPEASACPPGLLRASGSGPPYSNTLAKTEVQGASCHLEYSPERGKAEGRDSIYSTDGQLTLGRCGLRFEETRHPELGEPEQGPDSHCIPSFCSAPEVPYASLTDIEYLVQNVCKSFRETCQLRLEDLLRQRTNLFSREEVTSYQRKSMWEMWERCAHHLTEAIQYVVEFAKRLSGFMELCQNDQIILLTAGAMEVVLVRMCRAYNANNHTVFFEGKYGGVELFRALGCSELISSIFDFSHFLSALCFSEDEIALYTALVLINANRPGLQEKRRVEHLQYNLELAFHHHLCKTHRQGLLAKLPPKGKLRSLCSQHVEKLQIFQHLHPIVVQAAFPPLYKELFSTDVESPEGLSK
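ROR gamma transcriptional activity was tracked as Gal4-UAS luciferase output in stably transfected Drosophila Schneider cells, with compound added 1 hr before 700 uM copper sulfate induction and a 20 hr ambient-temperature incubation.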
BRCA1 expr up = qHTS Assay to Identify Small Molecule Activators of BRCA1 Expression; AID 624202, 2012; Potency, µM (doses to about 46.1 µM), for inactives: at the top dose activation, most hits filed as activators; MCF7-BRCA1-FFLuc reporter, luminescence, 48 h; response scale: scaled: vehicle 0%, 10 µM genistein 100%; 380,000 tested, 1.1% active; further: potency means the concentration at half of the fitted maximal effect; nearly all actives have a fitted effect of over 80% in size; some results filed as inactive show a strong effect at the top dose
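Using MCF7 cells harboring a BRCA1 firefly luciferase reporter, plated 2 h before compound pinning, the screen measured luminescence after 48 h incubation. Responses were normalized to DMSO and 10 microM genistein, then fitted for concentration-effect.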
Rab9 promoter act = qHTS Assay for Rab9 Promoter Activators; Huh7 Rab9 promoter-luciferase reporter, luminescence, 24 h; Potency, µM (doses to about 9.22 µM), for the others: at the highest dose activation, negative = inhibition, usual class: activators; 320,000 tested, 2.8% active; further: potency means the concentration at half of the fitted maximal effect; % of control where 0% means no effect; nearly all actives have a fitted effect of over 60% in size
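Cells were plated at 1500 per well in reduced-serum medium with 10% FBS and left 2 h. Compound in DMSO was then added for 24 h at 37 °C. Reporter signal was read by luminescence after 10 min with luciferase detection reagent.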
p53 reactivation = qHTS assay for re-activators of p53 using a Luc reporter | H1299 p53-A138V BP100-luciferase reporter, luminescence, 24 h | Potency, µM (series often up to 92.2 µM), without a hit: at the top dose activity change, positive = activation, actives largely listed as activators | 320,000 tested, 0.063% active | AID 504706, 2011; further: potency means the concentration at half of the fitted maximal effect; % of control where 0% means no effect; nearly all actives have a fitted effect of over 45% in size
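p53-null H1299 cells stably carrying temperature-sensitive p53-A138V and a BP100-luciferase reporter were pinned with compounds (4-point, 1:5 series) and held 24 hrs at 37 deg C. Luminescence was read 10 min after detection reagent.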
VP16 counter = VP16 counterscreen qHTS for inhibitors of ROR gamma transcriptional activity; Drosophila S2 Gal4-VP16 UAS-luciferase, luminescence, 20 h; 310,000 tested, 3.5% active; Potency, µM (doses to about 53.6 µM), for inactives: at the highest dose activity, negative = inhibition, hits mostly inhibitors; AID 2546, 2010;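 further: Gal4-VP16 expression switched on by copper sulfate through the metallothionein promoter; potency means the concentration at half of the fitted maximal effect; on the % scale 0 is the no-effect control and ±100 the full control effect; nearly all actives have a fitted effect of over 50% in size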
ELG1 repair inh = qHTS screen for small molecules that inhibit ELG1-dependent DNA repair in human embryonic kidney (HEK293T) cells expressing luciferase-tagged ELG1 | HEK293T ELG1-luciferase reporter, luminescence, 16 h; DNA damage induced by 5-fluorouridine | Potency, µM (highest dose often 46.1 µM), without a hit: at the highest dose activity change, negative = inhibition, most hits filed as inhibitors | 330,000 tested, 2.3% active; further: potency means the concentration at half of the fitted maximal effect; on the % scale 0 is the no-effect control and ±100 the full control effect; nearly all actives have a fitted effect of over 55% in size
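Cells (2,000 per well) received 5-fluorouridine plus test compound or DMSO and were incubated 16 hr at 37 °C, 5% CO2. Luciferase activity was read by luminescence 30 min after ONE-Glo addition; signal suppression marked inhibition of damage-induced ELG1 function.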
FLuc modulator = qHTS profiling assay for firefly luciferase inhibitor/activator using purifed enzyme and Km concentrations of substrates (counterscreen for miR-21 project); AID 588342, 2011; purified FLuc, Km substrates, luminescence inhibition; Potency, µM (series often up to 57.5 µM), for the others: top-dose activity change, negative = inhibition, usual class: inhibitors; Luciferin 4-monooxygenase (Photinus pyralis), P08659; 360,000 tested, 6.9% active;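 further: potency means the concentration at half of the fitted maximal effect; plate controls were vehicle for no effect and reference inhibitor for full effect; nearly all actives have a fitted effect of over 55% in size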
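Purified P. pyralis luciferase (10nM final) with 10uM D-luciferin and 10uM ATP (Km levels) in 50mM Tris acetate pH 7.5, 10mM Mg acetate, 0.01% Tween-20, 0.05% BSA; qHTS 6-point titration, ~60 µM downward; luminescence read.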
NPC1 promoter act = qHTS Assay for NPC1 Promoter Activators. Potency, µM (top dose mostly 9.22 µM), for the others: at the top dose activation, usual class: activators. Huh7 NPC1 promoter luciferase reporter, 24 h. 320,000 tested, 2.4% active. AID 485313, 2010;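 further: potency means the concentration at half of the fitted maximal effect; % of control where 0% means no effect; nearly all actives have a fitted effect of over 60% in size; reporter is driven by a mutant NPC1 promoter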
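Luminescence read-out of NPC1 promoter-driven luciferase in stably transfected Huh7 cells; compounds delivered in DMSO and left 24 h at 37C, 5% CO2, qHTS titration format.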
TRPV1 ag = HTS Assay for Compounds that Act as Agonists of the Vanilloid Receptor 1; activation, % at 8.33 µM; 320,000 tested, 0.19% active; TRPV1-expressing cells, Fluo-8 calcium influx, agonist mode; AID 540275, 2011; in the data active means activation above about 80%; inconclusive means between about 30% and that limit; further: 0% is about no effect
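Fluo-8 calcium influx in TRPV1-expressing cells, kinetic read (ex 480/em 520 nm). Compound added and read 3 min for agonist activity, followed by capsaicin at EC20 final and 2 min further read for enhancement.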
Tb PFK inh = qHTS Assay to Find Inhibitors of T. brucei phosphofructokinase. T. brucei PFK, ADP-Glo luminescence. Potency, µM (series often up to 57.5 µM), inactives show at the top dose activity, negative = inhibition, usual class: inhibitors. 330,000 tested, 0.17% active. ATP-dependent 6-phosphofructokinase (Trypanosoma brucei brucei), O15648;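 further: potency means the concentration at half of the fitted maximal effect; 0% = uninhibited 1x PFK enzyme wells and -100% = no-enzyme wells; nearly all actives have a fitted effect of over 60% in size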
Target sequence (O15648 whole entry, looked up): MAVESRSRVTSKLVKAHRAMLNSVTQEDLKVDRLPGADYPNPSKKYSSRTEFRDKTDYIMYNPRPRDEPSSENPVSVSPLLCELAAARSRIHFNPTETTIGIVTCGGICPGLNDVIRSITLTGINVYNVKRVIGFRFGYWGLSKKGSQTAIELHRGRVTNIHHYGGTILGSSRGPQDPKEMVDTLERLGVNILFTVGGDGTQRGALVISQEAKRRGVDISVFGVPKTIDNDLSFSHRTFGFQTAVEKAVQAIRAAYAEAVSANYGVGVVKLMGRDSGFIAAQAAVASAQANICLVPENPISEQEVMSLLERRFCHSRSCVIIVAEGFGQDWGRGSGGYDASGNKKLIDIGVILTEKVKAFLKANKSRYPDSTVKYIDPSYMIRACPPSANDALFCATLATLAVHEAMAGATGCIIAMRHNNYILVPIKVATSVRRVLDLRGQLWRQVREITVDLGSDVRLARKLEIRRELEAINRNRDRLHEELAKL
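1.25 nM PFK with 0.5 mM F6P and 0.1 mM ATP in 0.1 M TEA pH 8.0, 5 mM MgCl2, incubated 45 min at room temperature; ADP measured by ADP-Glo luminescence; compounds titrated up to 57 uM.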
ELG1 genotoxic = qHTS screen for small molecules that induce genotoxicity in human embryonic kidney (HEK293T) cells expressing luciferase-tagged ELG1. Potency, µM (titrated, usually from 46 µM), for inactives: top-dose activity change, positive = activation, actives largely listed as activators. 330,000 tested, 1.3% active. HEK293T ELG1-luciferase reporter, luminescence, 16 h; further: potency means the concentration at half of the fitted maximal effect; % of control where 0% means no effect; nearly all actives have a fitted effect of over 60% in size
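Reporter readout depends on ELG1 protein level, which increases with genetic stress. After 16 hr compound exposure at 37 °C, luciferase activity was quantified using ONE-Glo.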
Numbers without * were called inactive; ? = inconclusive; · = no result given; [ ] = remark or other dose. Unless noted, the call rests on the fitted dose curve; in most records, active means well fitted curve in the direction sought with a large enough effect; inconclusive means small, poorly fitted or top-dose-only effect, or another doubt; inactive means no such curve, though single readings can be large; an effect the other way counts as inactive or inconclusive.

Second line of a record: RORg inh, BRCA1 expr up, Rab9 promoter act, p53 reactivation, VP16 counter, ELG1 repair inh, FLuc modulator, NPC1 promoter act, TRPV1 ag, Tb PFK inh, ELG1 genotoxic
COc1cc(OC)cc(N(C(=O)CNC(=O)c2cccs2)C(C(=O)NCC2CCCO2)c2ccccc2)c1 (configuration not stated)
 : -11.1%, -20.8%, -1.8%, -5.0%, -0.5%, -20.2%, -0.5%, -0.7%, -2.1, -0.8%, -10.6%
COc1cc2c(cc1O)C(Cc1ccc(O)cc1)[N+](C)([O-])CC2 (configuration not stated)
 : -3.3%, 0.0%, -5.9%, 3.5%, 3.0%, 16.6%, -0.4%, -5.2%, -1.2, -11.1%, 4.4%
CC(=O)c1ccc(S(=O)(=O)N2Cc3ccccc3CC2C(=O)O)cc1 (configuration not stated)
 : 12.9%, 3.1%, -14.3%, 2.1%, 0.0%, -2.1%, 4.6%, -2.3%, -3.8, 7.7%, -1.4%
CCC(=O)N1CCc2cc(S(=O)(=O)CCC(=O)Nc3ccc(C)cn3)ccc21
 : 5.4%, 4.3%, -6.9%, 1.2%, -8.1%, -0.4%, 0.4%, -3.0%, -2.6, -3.6%, 0.0%
Cc1csc(NC(=O)COCC(=O)O)c1-c1nc2ccccc2s1
 : -8.9%, 0.0%, -10.7%, -2.0%, -27.5%, ?, -2.2%, -3.7%, -2.5, -2.0%, 3.5%
Cc1c(Cl)cccc1NC(=O)C1CCCN(S(C)(=O)=O)C1 (configuration not stated)
 : -13.5%, 1.4%, 6.5%, 6.2%, 13.4%, -2.0%, -1.8%, -1.0%, 1.1, -3.8%, -2.8%
Cc1cccc(NC(=O)C(Cc2ccccc2)n2cccc2)c1 (configuration not stated)
 : 45.8%, -26.7%, 0.1%, 1.4%, -18.7%, ?, -10.2%, -5.2%, ?, -0.5%, -4.0%
CN(C)CCCN(C(=O)COc1ccccc1)c1nc2cc3c(cc2s1)OCO3
 : 1.3%, -17.3%, 2.8%, -0.7%, 9.3%, 2.2%, -2.8%, 1.5%, 8.6, 1.3%, 5.7%
CCOc1ccc(N2C(=O)CC(NC3CCN(C(=O)c4cccc(Cl)c4)CC3)C2=O)cc1 (configuration not stated)
 : -5.4%, 4.1%, -1.7%, -4.5%, 1.5%, -5.8%, 0.3%, 0.3%, -0.1, 8.7%, 2.2%
CC1CCN(C(=O)COC(=O)/C=C/c2ccco2)CC1
 : ·, 89.4%, ·, 19.9%, ·, ?, ·, ·, ·, ?, 12.7%
CC1(C)CC2CC(C)(CN2C(=O)COC(=O)Cn2[nH]c(=O)c3ccccc3c2=O)C1 (configuration not stated)
 : 4.7%, -24.4%, -1.6%, 0.9%, -1.1%, 1.9%, -0.9%, -9.3%, -6.2, -7.8%, -4.9%
COc1ccc(N2CCN(C(=O)C3CC(O)CN3S(=O)(=O)c3ccc([N+](=O)[O-])cc3)CC2)cc1 (configuration not stated)
 : 0.3%, -47.8%, -6.3%, -12.7%, -7.2%, 1.3%, 0.0%, -0.8%, -3.1, 2.6%, 0.8%
O=C(O)CN1C(=O)/C(=C\c2cc([N+](=O)[O-])ccc2OCc2ccccc2Cl)SC1=S
 : 4.1%, -8.1%, -0.2%, 1.2%, 3.9%, ?, -1.0%, -3.3%, 1.2, ?, 1.8%
C=CCN(Cc1ccc(Cl)s1)C(=O)CNC(=O)CNC(=O)c1ccc(Cl)cc1Cl
 : ·, 4.8%, 3.5%, -0.9%, ·, -10.3%, -6.4%, -2.2%, -3.1, -1.6%, -1.1%
COc1cc(/C=C/C(=O)OCC(=O)N2CCCCCC2)ccc1OCC#N
 : 4.7%, -16.5%, 0.4%, -4.1%, -3.1%, -2.6%, -3.6%, -7.2%, 1.1, 0.7%, 2.6%
COCCCN1C(=O)C(=O)/C(=C(/O)c2ccc(S(=O)(=O)N3CCCCC3)cc2)C1c1ccc(O)cc1 (configuration not stated)
 : 3.3%, 3.0%, 5.1%, 3.1%, -15.7%, 8.9%, 2.0%, -1.9%, -1.1, 8.1%, 0.1%
CCn1c(SCC(=O)Nc2ccc3c(c2)OCO3)nc2ccccc21
 : 17.2%, -32.6%, -1.9%, -22.6%, -4.1%, ?, -16.9%, 0.3%, 11.4, 2.3%, -1.7%
CN(Cc1nnc(SCC(=O)NCCc2ccccc2)n1C)S(=O)(=O)c1ccccc1
 : 12.5%, -15.8%, -0.1%, -1.5%, -2.8%, -2.8%, -0.8%, -0.5%, 2.0, -11.1%, -2.9%
CC(=O)N1CCn2c3c(c4cc(C)ccc42)CCCC31 (configuration not stated)
 : 15.5%, -53.3%, 1.0%, -5.8%, -5.7%, 3.2%, -10.6%, 4.7%, 8.9, -3.0%, 2.3%
CCOc1ccc(NC(=O)CCC(=O)n2nc(C)cc2C)cc1
 : 2.5%, ·, ?, 2.2%, -10.8%, -7.1%, -8.1%, 0.2%, 0.5, -10.3%, -0.6%
COc1cc(CSc2nc(-c3ccccc3)cc(=O)[nH]2)cc(OC)c1
 : -10.5%, -0.3%, -1.4%, 7.2%, -3.7%, -0.7%, 3.4%, -0.8%, 1.0, -1.4%, 4.4%
CCOc1cccc(C2C(C(=O)c3cccs3)=C(O)C(=O)N2Cc2cccnc2)c1 (configuration not stated)
 : -1.2%, -3.6%, -1.0%, 0.0%, 3.9%, -5.8%, -16.9%, -1.4%, 3.1, 1.8%, 3.9%
Cc1ccc(CN2CCN(/N=C/c3ccc(C(=O)O)cc3)CC2)c(C)c1
 : 44.5%, -9.9%, -4.4%, -5.2%, -7.9%, 11.9%, 1.4%, -2.8%, -1.9, 10.9%, 5.0%
C#CCOC(=O)Nc1ccc(=O)n(Cc2c(Cl)cccc2Cl)c1
 : 4.0%, -1.3%[1.84 µM], 1.1%, -4.0%, -4.0%, -3.2%, 2.2%, 0.1%, ·, 0.2%, 1.9%
O=C(COc1ncnc2sccc12)NC1CCCCC1
 : ·, 12.9%, 0.5%, 7.7%, ·, ?, -1.7%, 0.6%, -1.8, -5.1%, 4.5%
CCOC(=O)c1csc(-n2nc(C)cc2C(F)(F)F)n1
 : -7.9%, 13.0%, -4.3%, 4.5%, ?, 4.2%, -14.6%, -5.1%, 16.1, 4.5%, 3.9%
COc1ccc(CCC(C)NCc2ccc(F)cc2)cc1 (configuration not stated)
 : -24.2%, 2.8%, -0.2%, ?, -1.9%, -6.6%, -0.5%, -2.1%, 1.5, -0.3%, -4.6%
COC(=O)c1nc2ccc(C)cn2c1F
 : 14.4%, 47.1%, ?, 23.9%, 0.6%, ?, ?, 21.7%, 0.5, 0.3%, ?
O=C(CCN1C(=O)/C(=C/c2cccc(Br)c2)SC1=S)Nc1cccnc1
 : -11.0%, 8.1%, 2.3%, -3.2%, -5.0%, 14.3%, -3.9%, 0.1%, 21.5, -3.6%, 1.9%
COC(=O)c1ccc2c(=O)n(CC3CCCO3)c(SCC(=O)Nc3ccccc3OC)nc2c1 (configuration not stated)
 : 15.8%, 21.1%, -3.6%, 6.9%, -18.7%, ?, 6.75µM*, 3.6%, 1.3, -3.9%, 0.5%
Clc1ccc(Cc2noc(CN3CCN(c4ccccc4)CC3)n2)c(Cl)c1
 : 19.2%, -3.8%, -1.6%, 6.0%, 2.3%, -21.5%, 2.0%, -2.3%, -0.3, -0.5%, 0.2%
CSCC[C@H](NC(=O)c1ccc(OCC2CCCO2)cc1)c1nc2ccccc2[nH]1 (some centres not stated)
 : ·, 21.6%, ·, 4.0%, ·, 0.0%, ·, ·, ·, -0.6%, -0.7%
O=C1NC(=S)N/C1=C\c1ccc(Oc2ccc(C(F)(F)F)cc2[N+](=O)[O-])c(Cl)c1
 : -3.2%, 39.7%, -8.0%, 2.0%, 3.8%, -7.5%, -1.0%, 1.6%, 3.7, 0.6%, -1.4%
Cc1ccnc(NC(=O)c2ccc(OCC3CCCO3)cc2)c1 (configuration not stated)
 : ·, ?, 0.126µM*, -10.0%, ·, ?, 0.953µM*, 0.282µM*, 1.9, -21.6%, ?
